H9c2 TAG inh: triacylglycerol accumulation inhibition. H9c2 cells, Nile Red lipid (TAG) fluorescence; cells loaded with 200 µM oleic acid. inhibition, % at 12.5 µM. hit rate 0.66% among 230,000. AID 651582;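 active means pattern-corrected inhibition of lipid staining of at least 50% with the nuclear-stain viability signal not falling by more than 50%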;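 further: 0% = DMSO wells and 100% = triacsin C control wells; some results filed as inactive read as strong as hits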
H9c2 TAG inh DAPI viability: second read-out of H9c2 TAG inh, no call of its own (marks repeat the call); DAPI nuclei signal change (viability), lower = more cytotoxic, %;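 whole-well DAPI fluorescence read on a plate reader as a viability signal; minus 50 percent equals half of cells still viable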
Numbers without * were called inactive. Not all compounds are listed, so the mix of outcomes need not match the whole.

Start of the listing, in advance, 3 compounds:
SMILES	H9c2 TAG inh	H9c2 TAG inh DAPI viability
CN1CCC(C)(C(=O)Nc2ccc3c(c2)OCCO3)C1 (stereo not drawn)	3	4
Cc1ccc(NC(=O)c2ccc(S(=O)(=O)NCC3CCCO3)cc2)cc1C (stereo not drawn)	-5	5
C=CCn1c(=O)c2ccc(C(=O)NCc3ccccc3)cc2n(Cc2ccc(C)cc2)c1=O	-9	12

This part in full, repeating the preview:
SMILES	H9c2 TAG inh	H9c2 TAG inh DAPI viability
CN1CCC(C)(C(=O)Nc2ccc3c(c2)OCCO3)C1 (stereo not drawn)	3	4
Cc1ccc(NC(=O)c2ccc(S(=O)(=O)NCC3CCCO3)cc2)cc1C (stereo not drawn)	-5	5
C=CCn1c(=O)c2ccc(C(=O)NCc3ccccc3)cc2n(Cc2ccc(C)cc2)c1=O	-9	12
Cc1nn(C)c(Cl)c1CN1CCC(n2nccc2NC(=O)C2CCCC2)CC1	4	-2
O=C(NCc1ccco1)C1CCN(S(=O)(=O)c2cccc3cccnc23)CC1	8	-8
COCC(=O)N[C@@H]1c2ccccc2CC[C@@H]1OCc1ccccc1	2	4
COc1ccc2nc(/C=N/NC(=O)CCNC(=O)OC(C)(C)C)ccc2c1	3	11
Cc1ccc(N2CC(C(=O)N3CCC(c4nc5ccccc5[nH]4)CC3)CC2=O)cc1C (stereo not drawn)	19	-7
Nc1c(C(=O)O)cnc2c(-c3ccc(Cl)cc3)cnn12	7	-8
O=C(O)CN1C(=O)C2C3CCC(C3)C2C1=O (stereo not drawn)	-17	9
O=[N+]([O-])c1ccc(N2CCOCC2)cc1	2	2
Cc1cc(=O)oc2cc(OCC(=O)N3CCOCC3)ccc12	11	9
CCOCC(=O)Nc1nc2ccc(OCC)cc2s1	0	10
COc1ccc(Cl)cc1-c1noc([C@@H]2O[C@H](CO)[C@H](O)[C@H](O)[C@H]2O)n1	7	-2
CCN(CC)S(=O)(=O)c1ccc(NC(=O)c2cc(=O)[nH]c3ccccc23)cc1	0	8
O=C(NCCOc1ccc(F)cc1)C1CCC(=O)N(CCN2CCOCC2)C1 (stereo not drawn)	8	-5
Cn1c(NC(=O)C(C)(C)Oc2ccc(Cl)cc2)cc(=O)n(C)c1=O	3	1
O=C(O)CCC(C(=O)O)N1C(=O)C2C3CCC(C3)C2C1=O (stereo not drawn)	4	-5
O=C(COC(=O)c1ccc(O)cc1)NCCc1c[nH]c2ccccc12	4	2
COc1ccc(OCc2nnc(SCC(=O)c3ccccc3)o2)cc1	0	-6
Cc1ccsc1-c1cc2nc(NCCCN(C)C)n(C)c(=O)c2s1	30	28
O=C1CCCc2c1nc(-c1ccc([N+](=O)[O-])cc1)n2O	0	-3
O=C(Oc1ccc(/C=N/Nc2ccccc2)cc1)c1ccccc1	-12	11
Cc1ccc(/C=C/C(=O)OCC(=O)NC(C)C)o1	-5	4
CC(=O)c1ccc(N2CCN(C(=O)/C=C/c3ccc(S(=O)(=O)NCc4ccco4)cc3)CC2)cc1	2	3

SMILES	H9c2 TAG inh	H9c2 TAG inh DAPI viability
COC(=O)c1c(C)[nH]c(C(=O)C(C)OC(=O)C2CC(=O)N(c3ccc(C)cc3)C2)c1C (stereo not drawn)	-3	-2
Cc1cccc(N2CCN(Cc3c(C)n(C)n(-c4ccccc4)c3=O)CC2)c1C	16	-1
O=C(CSc1nc2ccccc2c(=O)n1-c1ccc(F)cc1)Nc1ccc2c(c1)CCC2	31	3
CCC(CC)NC(=O)Nc1ccc(F)c(Cl)c1	-17	-3
Cc1ccc(CNC(=O)C2CCC(CNc3c(N4CCC(C)CC4)c(=O)c3=O)CC2)cc1 (stereo not drawn)	-10	17
O=C(N/N=C/c1cc(Br)ccc1O)c1ccncc1	56*	-16*
COc1ccc(NC(=O)CS(=O)(=O)c2cn(CC(=O)N3CCCC3)c3ccccc23)c(OC)c1	5	-1
CCCN(Cc1nnc(-c2cccs2)o1)C(=O)CN1C(=O)NC2(CCCCC2)C1=O	7	-1
Cc1ccc(NC(=S)N(CCN(C)C)Cc2cccs2)cc1C	-7	12
Cc1cccc(NS(=O)(=O)c2ccc3c(c2)CCC(=O)N3)c1	-3	-7
Cc1ccc(NC(=O)c2cccc(NC3=NC4CS(=O)(=O)CC4S3)c2)cc1C (stereo not drawn)	6	0
Cc1ccn2c(=O)nc(SCC(=O)NCc3ccccc3)nc2c1	2	-2
O=C(c1cc(COc2c(F)cccc2F)on1)N1CCC(c2ccncc2)CC1	-8	-2
CCc1ccc(CNCc2ccc(OCC(O)CN(C)Cc3ccccc3)cc2)nc1 (stereo not drawn)	11	10
CC(C)n1c(NCc2ccccc2O)nc2ccccc21	-19	2
CCSc1nnc(NC(=O)c2cccc3ccccc23)s1	9	1
O=C(CN1C(=O)NC2(CCCCCC2)C1=O)c1ccc(F)cc1	1	-3
O=C(O)c1cccc(NS(=O)(=O)c2ccc(C3CCCCC3)cc2)c1	-3	9
CC(=O)Nc1ccc(NC(=S)NC(=O)/C=C/c2ccco2)cc1	10	-4
O=C(COc1ccc(S(=O)(=O)N2CCCC2)cc1)NCc1ccco1	-12	12
CNC(=O)c1nc(C)n(-c2ccc([N+](=O)[O-])cc2)n1	5	-7
CCO[C@@H]1OC(C(=O)NCc2ccccc2)=C[C@H](c2ccc(C(F)(F)F)cc2)[C@H]1CCCO	49	-7
CCOC(=O)c1c(NC(=O)Cc2cccs2)sc(C(=O)NC2CCCCC2)c1C	14	-1
Cc1nc([N+](=O)[O-])c(C(=O)OCc2ccccc2)n1C	-2	-4
COc1c(C)cc(C(=O)C2CCCN(C(=O)CCCn3cncn3)C2)cc1C (stereo not drawn)	14	-5

SMILES	H9c2 TAG inh	H9c2 TAG inh DAPI viability
CCOC(=O)c1cc(Cl)c2c(ccc3ccccc32)n1	10	-3
CSc1nsc(SC)c1NC(=O)OCCc1ccccn1	-11	-6
CC1=NN(c2ccccc2)C(=O)/C1=C/C=C/c1ccc(N(C)C)cc1	66*	-2.6*
CCN1C(=O)[C@H]2[C@H]3CN=C(SCc4ccc(C)cc4)N3[C@@](C)(C(=O)OC)[C@H]2C1=O	11	2
CCN1CC(CN(C)Cc2nc(-c3ccc(C(F)(F)F)cc3)oc2C)CC1=O (stereo not drawn)	-6	0
Cc1c(NC(=O)c2cccc(NC(=O)COc3ccccc3C#N)c2)c(=O)n(-c2ccccc2)n1C	20	-9
Nn1cc(-c2ccccc2)nc1SCC(=O)NC1CCS(=O)(=O)C1 (stereo not drawn)	-21	8
COCCn1c(SCC(=O)NC(=O)Cc2ccccc2)nc2ccccc2c1=O	15	0
CN1CCC(OC(c2ccccc2)c2ccc(Cl)cc2)C1 (stereo not drawn)	26	7
CN(C)CCNc1oc(-c2ccccc2F)nc1C#N	9	46
O=C(Cn1cc(C(=O)c2cccs2)c2ccccc21)NC1CCCCC1	-2	5
COc1ccc(OCC(O)Cn2c(N3CCCCC3)nc3c2c(=O)[nH]c(=O)n3C)cc1 (stereo not drawn)	4	4
CC(NC(=O)c1ccccc1[N+](=O)[O-])C1CC2CCC1C2 (stereo not drawn)	-10	2
COC(=O)c1ccc(-c2csc(NC(=O)C3=COCCO3)n2)cc1	2	-9
COc1ccc(C(=O)N/N=C/c2c[nH]c3ccccc23)cc1	6	-6
CCCCN(C)C(=S)Nc1ccc2nc(N3CCN(CC)CC3)cc(C)c2c1	0	6
CCC1SC(C)C/C(=N/NC(N)=O)C1C (stereo not drawn)	8	-3
Cn1c(NCCN2CCCC2)nc2cc(-c3ccsc3)sc2c1=O	11	-12
CN(Cc1ccccc1)C(=O)CN(Cc1ccccc1)S(C)(=O)=O	-9	10
FC(F)(F)c1nc(SCc2ccccc2)n[nH]1	5	-4
COc1ccc(NC(=O)c2cccc3c(-c4cccnc4)coc23)cc1	-11	8
CC(=O)c1c(C)n(CCc2ccc(Cl)cc2)c2ccc(O)cc12	-8	0
CC(=O)Nc1cc(O)cc(O)c1	-6	-2
O=CN1CCN(C2CC(=O)N(c3ccc4c(c3)OCO4)C2=O)CC1 (stereo not drawn)	8	-3
O=C(NCc1ccc(F)cc1)C1CCCN(S(=O)(=O)c2cccnc2)C1 (stereo not drawn)	-1	-1

SMILES	H9c2 TAG inh	H9c2 TAG inh DAPI viability
CCN(CC)S(=O)(=O)c1ccc(OC)c(NC(=O)COc2ccccc2[N+](=O)[O-])c1	13	5
C[C@@H]1C[C@H](Nc2ccccc2)c2ccccc2N1C(=O)c1cccnc1	18	-26
COc1ccc(Cl)cc1NS(=O)(=O)c1cccc(C(=O)NCC2CCCO2)c1 (stereo not drawn)	8	-2
CCOC(=O)C1=C(SCC)c2cc3c(n2C1=O)CCCC3	12	-4
Cc1cc(C)nc(CCNC(=O)c2cc(COc3c(C)cccc3C)on2)n1	-18	-3
COc1ccc(NC(=O)CN(C)C(=O)c2cccc3ccccc23)cc1	-1	2
COc1ccc(C(=O)NC(=S)N2CCOCC2)cc1OC	-6	10
CC(=O)Nc1ccc(S(=O)(=O)N(C)CC(=O)OC(C)C(=O)NC2CCCC2)cc1 (stereo not drawn)	9	-4
CC(=O)N1CCC(c2c[nH]c3ccccc23)CC1	4	0
COc1ccccc1OCC(=O)N1CCCCCC1	-7	-3
CCc1nc2ccc(C(=O)NCc3ccc4c(c3)OCO4)cn2c1N(C)Cc1ccc(OC)cc1	3	1
COc1ccc(C(c2c(C)[nH]n(C(N)=S)c2=O)C(C#N)C#N)cc1 (stereo not drawn)	16	-5
COc1cccc(C(=O)OCc2ccccc2C#N)c1O	-36	-5
CCOc1ccc2nnnn2n1	-9	-1
OC(COc1ccccc1)CN1CCN(c2cccc(Cl)c2)CC1 (stereo not drawn)	1	3
Cc1c([N+](=O)[O-])c(C(=O)Sc2ccc(Br)cc2)nn1C	-7	4
O=C(CCC(=O)Nc1ccccc1Cl)NNC(=O)Nc1cccc([N+](=O)[O-])c1	3	10
COc1cccc(C(C(=O)NC2CCCC2)N(Cc2ccccc2OC)C(=O)c2ccco2)c1 (stereo not drawn)	3	-1
CCOC(=O)CN1N=C(/C=C/c2ccc(OC)cc2)CCC1=O	2	8
CCN(CC(=O)Nc1c(F)cccc1F)C(=O)c1nn(C)c(=O)c2ccccc12	-2	-2
CC(N)c1csc(NC(=O)Nc2cccc(C(F)(F)F)c2)n1 (stereo not drawn)	29	-7
CN(C(=O)c1cccc(C#N)c1)c1nnc(-c2ccccn2)s1	30	-17
O=C(C1CCN(S(=O)(=O)c2ccccc2)CC1)N1CCC1	-4	1
Cc1ccc(-c2nn(-c3ccccc3)cc2/C=N/NC(=O)c2ccc3c(c2)OCO3)cc1	39	-3
CCc1ccccc1NC(=O)CN(C)C(=O)COC(=O)c1ccco1	-6	5

SMILES	H9c2 TAG inh	H9c2 TAG inh DAPI viability
Cc1ccc(C)c(C(C)NC(=O)c2ccc(Br)o2)c1 (stereo not drawn)	16	-2
N#Cc1ccc(-c2ccco2)nc1SCC(=O)c1ccc(Cl)cc1	-21	9
COCCNC(=O)C1CCCN(C(=O)COCc2ccccc2)CC1 (stereo not drawn)	-8	2
O=C(Nc1nnc([C@@H]2C[C@H](O)[C@@H](CO)O2)s1)c1cccc2ccccc12	-7	8
Cc1ccccc1OCCC(=O)OCC(=O)Nc1cc(S(=O)(=O)N2CCOCC2)ccc1Cl	3	-1
Cc1ccccc1Nc1cc(C(=O)NCC2CCCO2)c2ccccc2n1 (stereo not drawn)	-4	-2
COc1ccccc1-c1nc(C#N)c(N2CCN(C(c3ccccc3)c3ccccc3)CC2)o1	0	-1
O=C(Nc1ccc(C(=O)N2CCOCC2)cc1)c1ccccc1[N+](=O)[O-]	-10	5
CCOC(=O)c1csc(-c2ccc(OC)c(OC)c2)n1	-17	4
COc1ccc(NC(=O)CSc2nnc(-c3ccccc3C)n2N)cc1OC	10	1
CCc1nc2ccc(C(=O)NCc3ccc4c(c3)OCO4)cn2c1N(CC)CCN(C)C	11	-7
O=C(Nc1nnc(C23CC4CC(CC(C4)C2)C3)s1)c1ccco1	-16	10
O=C(CCCn1c(=O)[nH]c2ccccc2c1=O)NC1CCCCCC1	-6	-1
COc1ccc(/C=C2\SC(=N)N(c3ccc(F)cc3)C2=O)cc1	3	-9
O=C(NCc1cccs1)C1CCC(CNS(=O)(=O)c2cccs2)CC1 (stereo not drawn)	1	4
CN(CC(=O)Nc1ccccc1Sc1ccccc1)C1CCCCC1	-17	-2
COc1ccc(NS(=O)(=O)c2ccc(N3CCCCC3)c(NC(=O)C(C)NC(N)=O)c2)cc1 (stereo not drawn)	0	4
COc1ccc(C2=NS(=O)(=O)N(C)C(C(=O)Nc3cc(C)ccc3O)=C2)cc1OC	2	-3
O=C(CN1C2=NCCCN2c2ccccc21)c1ccc([N+](=O)[O-])cc1	-4	5
CCCCCCC1CC(C)(C(=O)CNc2nncs2)OC1=O (stereo not drawn)	3	8

Pulled one by one from above, 4 records:
SMILES	H9c2 TAG inh	H9c2 TAG inh DAPI viability
COc1ccccc1-c1nc(C#N)c(N2CCN(C(c3ccccc3)c3ccccc3)CC2)o1	0	-1
O=C(CN1C2=NCCCN2c2ccccc21)c1ccc([N+](=O)[O-])cc1	-4	5
O=C(Nc1ccc(C(=O)N2CCOCC2)cc1)c1ccccc1[N+](=O)[O-]	-10	5
COCCNC(=O)C1CCCN(C(=O)COCc2ccccc2)CC1 (stereo not drawn)	-8	2

A second format for some results above.
The line under a structure holds: H9c2 TAG inh | H9c2 TAG inh DAPI viability
CCCCN(C)C(=S)Nc1ccc2nc(N3CCN(CC)CC3)cc(C)c2c1
→ 0 | 6
CCC1SC(C)C/C(=N/NC(N)=O)C1C (stereo not drawn)
→ 8 | -3
